Anthrax LF prot: Bacillus anthracis LF protease inhibitors, primary screen, biochemical, multiplex microsphere, MLPCN library. multiplex microsphere protease cleavage assay. 360,000 tested, 0.12% active. Lethal factor (Bacillus anthracis), P15917. inhibition, % at 10 µM. AID 588501, 2011; in the data active means inhibition above about 30%; further: plate controls were buffer without enzyme for full effect and enzyme alone for no effect
Target sequence (P15917 whole entry, looked up): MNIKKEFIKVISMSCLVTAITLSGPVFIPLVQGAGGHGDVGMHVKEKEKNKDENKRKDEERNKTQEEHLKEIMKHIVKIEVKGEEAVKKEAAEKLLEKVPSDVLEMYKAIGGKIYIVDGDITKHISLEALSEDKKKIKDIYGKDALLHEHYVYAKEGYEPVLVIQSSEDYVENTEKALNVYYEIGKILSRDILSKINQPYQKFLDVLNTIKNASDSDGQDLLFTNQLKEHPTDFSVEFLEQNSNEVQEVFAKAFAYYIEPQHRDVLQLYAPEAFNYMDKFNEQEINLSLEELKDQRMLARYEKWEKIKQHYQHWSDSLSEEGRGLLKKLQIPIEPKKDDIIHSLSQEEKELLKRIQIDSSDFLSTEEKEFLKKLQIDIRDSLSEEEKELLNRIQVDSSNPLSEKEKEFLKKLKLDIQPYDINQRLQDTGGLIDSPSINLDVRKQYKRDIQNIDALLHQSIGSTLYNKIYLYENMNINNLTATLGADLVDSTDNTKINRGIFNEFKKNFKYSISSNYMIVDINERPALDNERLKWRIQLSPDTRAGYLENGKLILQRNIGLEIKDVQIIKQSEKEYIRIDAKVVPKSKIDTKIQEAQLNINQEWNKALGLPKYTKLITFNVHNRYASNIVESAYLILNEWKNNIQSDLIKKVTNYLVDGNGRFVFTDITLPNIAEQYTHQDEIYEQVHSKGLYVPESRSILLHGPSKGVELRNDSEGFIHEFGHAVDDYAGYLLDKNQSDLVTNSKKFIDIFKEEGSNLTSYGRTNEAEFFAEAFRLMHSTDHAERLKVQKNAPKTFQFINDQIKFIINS
Yp Topo-I inh: Yersinia pestis topoisomerase I inhibitors, primary screen, biochemical, cleavage product accumulation, plate reader, single point. DNA topoisomerase I (Yersinia pestis CO92). Y. pestis Topo-I cleavage product accumulation. activity, % at 10 µM. 360,000 tested, 0.064% active; in the data active means activity above about 50%, passing the limit was not always enough; further: inactives centre near 2
SARS 3CLpro inh: SARS-CoV 3CLpro protease inhibitors, primary screen, biochemical, quenched FRET. recombinant SARS-CoV 3CLpro, quenched FRET peptide cleavage. Replicase polyprotein 1ab (Severe acute respiratory syndrome coronavirus), P0C6X7. 290,000 tested, 0.14% active. inhibition, % at 6 µM; in the data active means inhibition above about 12%
Rv3671c protease: Rv3671c serine protease inhibitors, primary screen, biochemical, fluorescence polarization, M. tuberculosis H37Rv | inhibition, % at 5.96 µM | 320,000 tested, 0.048% active | AID 2606, 2010; in the data active means inhibition above about 38%;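 further: extracellular domain of Rv3671c used as enzyme; 0% = enzyme with DMSO and 100% = no enzyme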
PriA SSB inh: inhibitors of Klebsiella pneumoniae PriA binding to SSB C-terminal tail, primary screen, biochemical, AlphaScreen | 430,000 tested, 0.6% active | AlphaScreen SSBct-PriA binding, biotinylated peptide | PriA–SSB C-terminal tail interaction (Klebsiella pneumoniae) | inhibition, % at 33 µM | AID 1272365, 2023; in the data active means inhibition mostly above about 37%, no sharp cut-off; inactive means mostly below about 20%;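 further: plate controls were negative control peptide for no effect and reference peptide for full effect; strong numbers were not always called active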
PfHsp40 rescue: rescue of yeast from PfHsp40 toxicity, primary screen, S. cerevisiae, ATP luminescence. S. cerevisiae expressing PfHsp40, growth rescue. growth rescue, % at 12.5 µM. 340,000 tested, 0.68% active. AID 504582, 2011; in the data active means growth rescue above about 28%, passing the limit was not always enough;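 further: yeast W303a lacking pdr1 and pdr3 grown in galactose medium; growth measured after three days at 30 °C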
MazF activator: activators of E. coli MazEF toxin-antitoxin RNase, primary screen, biochemical, fluorescence, uHTS; FAM/BHQ RNA-DNA oligo cleavage fluorescence, 5 h; 350,000 tested, 0.32% active; activation, % at 20 µM; in the data active means activation above about 50%
VHR inh abs: VHR1 phosphatase inhibitors, primary screen, biochemical, absorbance, uHTS; Dual specificity protein phosphatase 3 (Homo sapiens), P51452; 290,000 tested, 0.52% active; recombinant VHR phosphatase, pNPP absorbance; inhibition, % at 13.3 µM; AID 1654, 2009; in the data active means inhibition above about 50%; further: some compounds called inactive have numbers as strong as hits
Target sequence (P51452 whole entry, looked up): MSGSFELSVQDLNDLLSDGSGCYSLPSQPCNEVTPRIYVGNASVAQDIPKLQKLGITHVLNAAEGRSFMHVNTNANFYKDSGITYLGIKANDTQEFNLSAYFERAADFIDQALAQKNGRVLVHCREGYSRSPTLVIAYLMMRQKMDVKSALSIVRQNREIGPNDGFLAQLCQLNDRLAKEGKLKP
BH1578 lux ind: inducers of Vibrio cholerae quorum light production without autoinducers, primary screen, BH1578 luxS cqsA deficient, single point; V. cholerae BH1578 lux reporter, luminescence, 6 h; activation, % at 18.7 µM; 350,000 tested, 0.16% active; AID 588436, 2011; in the data active means activation mostly above about 9.7%, no sharp cut-off; further: not every result past the cut was called active; inactives centre near 0; reference of the scale not given here
TcdB inh: TcdB glycohydrolase inhibitors, primary screen, biochemical, single point, plate reader | Toxin B (Clostridioides difficile), P18177 | inhibition, % at 9.99 µM | TcdB glycohydrolase enzymatic assay | 350,000 tested, 0.24% active; in the data active means inhibition above about 10%
The depositor's hits bear a star; i = inactive; nt = no result given; & = joins results of further samples.

SMILES	Anthrax LF prot	Yp Topo-I inh	SARS 3CLpro inh	Rv3671c protease	PriA SSB inh	PfHsp40 rescue	MazF activator	VHR inh abs	BH1578 lux ind	TcdB inh
CCCOc1ccc(N2CC(C(=O)Nc3ccccc3C(=O)NC)CC2=O)cc1 (stereo unspecified)	-2	-2	-2	5	-13	-1.1	5	0	5.6	-2.5
O=C(CCCc1ccccc1)Nc1nnc(C(F)(F)F)s1	-3	-7	1	2	-10	1.3	-2	17	i	2.9
CCOC(=O)N1CCN(C(=O)C(c2ccccc2)c2ccccc2)CC1	2	9	0	3	-8	1.4	9	23	i	nt
COc1ccc(C2CC(=O)Oc3cc(OC)c(OC)c(OC)c32)cc1 (stereo unspecified)	-5	-2	nt	nt	-1	-0.1	-1	nt	i	0.7
CCN(CC)CCNC(=O)c1ccc(NC(=O)c2ccc(COc3ccccc3)cc2)cc1	-2	-21	4	nt	-16	-0.7	5	10	-5.9	-1.3
O=C(Nc1sc2c(c1-c1nc3ccccc3[nH]1)CCCC2)C1CC1	0	-17	1	-4	-7	-1.5	10	15	-0.8	nt
CC(C)OC(=O)c1cccc(NC(=O)CSc2nnc(N)s2)c1	-1	-1	0	1	-1	0.9	1	32	i	0.8
COc1cccc(CNC(=O)COc2cccc(-n3cnnn3)c2)c1	-3	0	nt	9	-5	0.1	11	nt	-1.0	2.4
CSCCC1NC(=O)N(CC(=O)Nc2ccc(Br)cc2Br)C1=O (stereo unspecified)	-8	-6	-4	2	-5	-0.4	-1	19	-2.1	0.1
CCOC(=O)C1CCN(c2c(NCc3ccc(C(=O)NC4CCCC4)cc3)c(=O)c2=O)CC1	2	-2	-1	-7	-4	-0.1	7	9	nt	0.3
CC1=NN(C(=O)CCc2ccc3c(c2)OCO3)C(O)(C(F)(F)F)C1 (stereo unspecified)	0	1	4	-10	-9	3.0	1	17	-5.7	0.7
S=C(Nc1ccc(Cl)cc1)NC1CC2CCCC(C1)N2C1CCCC1 (stereo unspecified)	-3	-1	3	7	8	-1.6	-4	27	-0.5	nt
Cc1ccccc1NC(=O)c1ccc(-c2ccc(Cl)cc2Cl)o1	0	20	9	-14	-25	1.9	8	12	i	nt
O=S(=O)(NCCN1CCCC1)c1ccc(C(F)(F)F)cc1	-7	1	-1	4	3	-1.5	8	-28	-0.8	-0.2
O=C(Nc1ccccc1)C1CC(=O)n2ncnc2N1 (stereo unspecified)	1	0	-7	10	-7	-0.6	-2	-1	i	0.4
CN(C)S(=O)(=O)c1ccc(N2C(=O)CC2(/C=C/c2ccccc2)C(=O)NC2CCCC2)cc1 (stereo unspecified)	2	-3	-6	7	-5	-0.1	-5	-2	8.3	nt
Cc1ccc(C(=O)O)cc1-n1c(=O)n(Cc2ccccc2)c(=O)c2[nH]cnc21	3	-3	7	7	13	0.4	-1	13	i	-6.4
COc1ccccc1NC(=O)c1cc2ccccc2o1	-4	12	3	0	-18	0.8	4	14	i	nt
CC(=O)n1cc(C(C[N+](=O)[O-])SCCN)c2ccccc21 (stereo unspecified)	-10	-6	1	-4	-15	-0.4	19	42	-0.7	nt
c1ccc2c(c1)C1=NCCN1c1ccccc1-2	-7	-10	nt	nt	nt	nt	14	nt	-6.0	1.3

The last two records of the section before come first, to join the parts:
SMILES	Anthrax LF prot	Yp Topo-I inh	SARS 3CLpro inh	Rv3671c protease	PriA SSB inh	PfHsp40 rescue	MazF activator	VHR inh abs	BH1578 lux ind	TcdB inh
CC(=O)n1cc(C(C[N+](=O)[O-])SCCN)c2ccccc21 (stereo unspecified)	-10	-6	1	-4	-15	-0.4	19	42	-0.7	nt
c1ccc2c(c1)C1=NCCN1c1ccccc1-2	-7	-10	nt	nt	nt	nt	14	nt	-6.0	1.3
Cc1ccc(S(=O)(=O)CC(=O)N2CCOCC2)cc1	2	-8	3	1	-8	0.0	16	24	i	1.0
Nc1nc2c(nc(Br)n2[C@@H]2O[C@@H]3COP(=O)(O)O[C@H]3[C@H]2O)c(=O)[nH]1	2	4	nt	6	-11	-0.7	0	nt	0.4	0.8
O=C1NC(=O)[C@]2(Cc3ccccc3N3CCN(c4ccccc4)CC32)C(=O)N1c1ccccc1 (stereo partly specified)	-3	9	1	-4	18	0.4	7	25	i	nt
Cc1ccc(C(=O)Nc2nnc(-c3ccncc3)s2)o1	-2	4	-5	3	4	0.5	2	12	-0.2	2.0
CCCC1(C(=O)OCC)NC(c2ccco2)C2C(=O)N(C)C(=O)C21 (stereo unspecified)	-3	11	5	-11	-9	-1.2	0	14	-0.2	1.5
Cc1cc(C(=O)N/N=C/c2cccn2C)n[nH]1	2	0	5	-5	nt	-0.1	-11	-27	i	0.7
O=C(COC(=O)CCC(=O)c1ccc(F)cc1)Nc1cccc(S(=O)(=O)N2CCCC2)c1	-3	16	-1	-8	-2	-1.8	-1	1	i	2.7
COC(=O)c1ccc(CNC(=O)CN(CCC(C)C)S(=O)(=O)c2ccc3c(c2)OCCO3)cc1	3	20	-1	-6	-7	2.7	10	-4	-0.5	0.6
Cc1cccc(-n2cc[nH]c2=S)c1C	-1	-5	1	-2	1&30	0.7	-2	-13	-0.4	-0.2
COc1cc[n+]([O-])cc1[N+](=O)[O-]	-6	9	nt	nt	-12	-0.4	19	nt	-3.2	1.5
FCc1nc2nc(Cl)c(Cl)nc2[nH]1	6	0	nt	nt	nt	nt	5	nt	i	3.1
CC(C(=O)NCc1cccs1)N1CCN(S(=O)(=O)c2ccc3c(c2)OCCCO3)CC1 (stereo unspecified)	2	1	nt	nt	-18	-1.0	-2	nt	i	0.3
COc1cccc(N2C(=O)C(O)=C(C(C)=O)C2c2ccc(OC)c(OC)c2)c1 (stereo unspecified)	12	-5	-3	0	3	-0.3	5	0	nt	nt
Cc1cc2c(cc1C)N(C(=O)CCl)CCN2C(=O)CCl	-3	3	nt	nt	4	-0.4	1	nt	-0.8	-9.0
O=c1oc(-c2ccccc2NS(=O)(=O)c2ccccc2)nc2ccccc12	-4	1	4	-1	-9	0.9	-32	7	5.9	nt
CC(C)(C)NC(=O)NC(=O)COC(=O)c1cc[n+]([O-])cc1	1	-13	0	-1	-11	-1.1	4	18	-0.3	2.9
Cc1ccc(-n2nc(C)c(=O)c(-c3ccccc3)c2NC(=O)c2cccs2)cc1	7	-2	0	-1	-13	-1.4	-3	14	-0.8	-0.9
COc1cc2c(cc1OC)C(c1cccc(C)c1)CC(=O)N2 (stereo unspecified)	-2	-1	-3	-4	-4	0.0	-9	-15	-0.2	-0.4
O=C(NCCCN1CCOCC1)c1ccccc1NS(=O)(=O)c1ccc(F)cc1	-8	3	0	1	-5	-0.2	2	22	-0.4	-0.7
Cc1cccc(C)c1OCC(O)CNC(C)c1ccccc1 (stereo unspecified)	-13	-13	0	-15	-3	3.7	2	-7	-0.3	1.3
Cc1ccc(S(=O)(=O)N2CCN(CCc3ccncc3)CC2)cc1	-5	0	nt	0	4	-0.8	8	nt	i	0.0
CCOC(=O)[C@@H]1[C@H]2COc3cc(OC)ccc3[C@@H]2N2C(=O)N(c3cccc(F)c3)C(=O)[C@]12C	-1	18	-1	9	5	0.8	4	20	i	1.7
Cc1ccccc1OCCCC(=O)Nc1ccc2c(c1)OCO2	-3	1	-8	3	4	-0.8	10	-12	-0.2	1.0
Cc1cc(N2CCN(C(=O)c3ccoc3)CC2)n2nc(-c3ccccc3)cc2n1	-2	22	nt	nt	nt	nt	2	nt	1.1	2.1
COc1cccc(C(=O)C[n+]2cccc3cc(OC)ccc32)c1	3	4	nt	-16	-1	-1.9	-8	nt	-3.1	1.3
COc1ccc(NC(=O)NC(C)c2ccc3c(c2)OCO3)c(OC)c1 (stereo unspecified)	-2	15	0	4	6	-1.3	-2	6	-0.3	0.6
COc1ccccc1OCC(=O)NNC(=O)Nc1ccccc1	19	4	nt	1	-10	-1.3	5	nt	-1.3	0.3
CC(=O)N1CCc2cc(Br)cc(S(=O)(=O)N3CCN(c4ccccn4)CC3)c21	-3	36	-2	-6	-7	0.4	7	28	-1.3	nt
CC(=O)N1CC(C)Sc2ccc(S(=O)(=O)NC(C)c3ccccc3)cc21 (stereo unspecified)	0	10	-3	-1	4	0.9	0	35	-0.9	1.6
CC(=O)Nc1ccc(NC(=O)CSc2ccc([N+](=O)[O-])cn2)cc1	5	2	0	-5	-10	-0.2	3	-1	i	0.7
CCCCOC(=O)c1ccc(NC(=S)NC(=O)c2ccco2)cc1	-5	-10	1	1	-14	-2.4	0	-6	i	1.0
O=C(CN1CCN(C(=O)c2cccc(S(=O)(=O)N3CCCC3)c2)CC1)Nc1ccc(F)cc1	-1	17	nt	-4	-4	1.2	5	nt	i	2.5
Cc1cc(OC(C)C(=O)NCCCn2ccnc2)c2c(C)cc(=O)oc2c1 (stereo unspecified)	-1	2	0	-5	-13	-1.0	-2	16	0.0	-1.3
C/C(CC(=O)Nc1c(C)cc(C)cc1C)=N\NC(=O)Cc1ccccc1	0	-3	-1	3	nt	-0.8	-14	30	-0.3	1.9
N#CC(C#N)=C1NC2(CCCCC2)Cc2ccccc21	-24	6	1	4	-7	0.6	5	21	-0.2	-0.2

Among those listed so far, these have an aryl methoxy group.
SMILES	Anthrax LF prot	Yp Topo-I inh	SARS 3CLpro inh	Rv3671c protease	PriA SSB inh	PfHsp40 rescue	MazF activator	VHR inh abs	BH1578 lux ind	TcdB inh
COc1ccc(C2CC(=O)Oc3cc(OC)c(OC)c(OC)c32)cc1 (stereo unspecified)	-5	-2	nt	nt	-1	-0.1	-1	nt	i	0.7
COc1cccc(CNC(=O)COc2cccc(-n3cnnn3)c2)c1	-3	0	nt	9	-5	0.1	11	nt	-1.0	2.4
COc1ccccc1NC(=O)c1cc2ccccc2o1	-4	12	3	0	-18	0.8	4	14	i	nt
COc1cc[n+]([O-])cc1[N+](=O)[O-]	-6	9	nt	nt	-12	-0.4	19	nt	-3.2	1.5
COc1cccc(N2C(=O)C(O)=C(C(C)=O)C2c2ccc(OC)c(OC)c2)c1 (stereo unspecified)	12	-5	-3	0	3	-0.3	5	0	nt	nt
COc1cc2c(cc1OC)C(c1cccc(C)c1)CC(=O)N2 (stereo unspecified)	-2	-1	-3	-4	-4	0.0	-9	-15	-0.2	-0.4
CCOC(=O)[C@@H]1[C@H]2COc3cc(OC)ccc3[C@@H]2N2C(=O)N(c3cccc(F)c3)C(=O)[C@]12C	-1	18	-1	9	5	0.8	4	20	i	1.7
COc1cccc(C(=O)C[n+]2cccc3cc(OC)ccc32)c1	3	4	nt	-16	-1	-1.9	-8	nt	-3.1	1.3
COc1ccc(NC(=O)NC(C)c2ccc3c(c2)OCO3)c(OC)c1 (stereo unspecified)	-2	15	0	4	6	-1.3	-2	6	-0.3	0.6
COc1ccccc1OCC(=O)NNC(=O)Nc1ccccc1	19	4	nt	1	-10	-1.3	5	nt	-1.3	0.3

Not all compounds are listed; the hit share may differ from the screen's.
